M1 antag: blocks human M1 muscarinic receptor | hit rate 1.3% among 360,000 | P11229 | CHO-K1 hM1, Fluo-8 calcium fluorescence, ACh EC80 antagonist | inhibition, % at 3 µM | AID 588852;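 active means percent inhibition above its own plate's cutoff, namely the mean of that plate's compound wells plus 3 SD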;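 further: peak over basal fluorescence ratio during 140 s after agonist addition; 0% = ACh EC80 plus DMSO and 100% = DMSO alone without agonist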
CHRM4 agonist: agonists of human muscarinic M4 receptor (CHRM4); P08173; activation, % at 3 µM; hit rate 0.14% among 360,000; CHO-K1 hM4/Gqi5, Fluo-8 calcium fluorescence; vehicle 0%, full acetylcholine response 100%; AID 624127;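 active means activation above the run mean over all test wells plus 3 SD, cut at about 32% in these data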;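 further: peak over basal fluorescence ratio per well then scaled between controls; 0% = DMSO wells and 100% = acetylcholine at EC100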
Target sequence (P08173 whole entry, looked up): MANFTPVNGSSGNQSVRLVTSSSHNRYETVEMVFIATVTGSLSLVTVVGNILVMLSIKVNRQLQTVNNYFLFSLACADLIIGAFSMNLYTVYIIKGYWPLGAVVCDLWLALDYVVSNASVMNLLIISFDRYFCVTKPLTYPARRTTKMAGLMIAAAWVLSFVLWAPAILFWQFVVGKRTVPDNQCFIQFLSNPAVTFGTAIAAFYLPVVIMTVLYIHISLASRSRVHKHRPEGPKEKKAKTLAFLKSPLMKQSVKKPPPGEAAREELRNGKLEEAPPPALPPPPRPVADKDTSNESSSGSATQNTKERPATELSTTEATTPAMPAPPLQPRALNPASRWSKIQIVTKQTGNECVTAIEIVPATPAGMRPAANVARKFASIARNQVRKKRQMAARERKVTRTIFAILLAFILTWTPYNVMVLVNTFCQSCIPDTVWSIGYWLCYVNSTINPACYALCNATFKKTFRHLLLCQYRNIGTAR
M5 ag: agonists of human muscarinic M5 receptor (CHRM5). CHO-K1 hM5 cells, Fluo-8 calcium fluorescence; 0% DMSO wells, 100% maximal acetylcholine response. activation, % at 3 µM. hit rate 0.19% among 360,000. AID 624037;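 active means activation above the run's mean over test compounds plus 3 SD, cut at about 23% in these data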;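 further: signal is peak over basal fluorescence ratio across the kinetic read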
Target sequence (P08912 whole entry, looked up): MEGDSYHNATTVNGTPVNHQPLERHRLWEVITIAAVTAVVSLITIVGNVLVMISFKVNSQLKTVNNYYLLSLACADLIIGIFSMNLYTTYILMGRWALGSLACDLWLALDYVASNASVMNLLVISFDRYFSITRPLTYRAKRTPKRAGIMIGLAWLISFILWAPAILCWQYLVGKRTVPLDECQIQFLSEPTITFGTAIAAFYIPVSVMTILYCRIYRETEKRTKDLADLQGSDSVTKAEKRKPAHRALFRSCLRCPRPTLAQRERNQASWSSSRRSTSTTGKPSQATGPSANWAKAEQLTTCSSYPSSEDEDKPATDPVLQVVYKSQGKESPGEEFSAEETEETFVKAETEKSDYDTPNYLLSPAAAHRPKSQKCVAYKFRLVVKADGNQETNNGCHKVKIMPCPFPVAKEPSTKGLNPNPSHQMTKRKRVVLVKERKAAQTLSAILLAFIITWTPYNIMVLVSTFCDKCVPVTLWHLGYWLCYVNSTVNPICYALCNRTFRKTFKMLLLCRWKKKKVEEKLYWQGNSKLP
CHRM5 PAM: CHRM5 positive allosteric modulation; hit rate 0.3% among 360,000; CHO-K1 hM5, Fluo-8 calcium, ACh EC20 PAM; 0% = ACh EC20, 100% = ACh EC100; P08912; activation, % at 3 µM;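 active means activation above the run cutoff, the mean activation of all test compounds plus 3 SD, cut at about 18% in these data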
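Assay system – human M5 receptor in CHO-K1 cells · Read-out – % activation, ACh-normalized · Technique – Fluo-8 calcium fluorescence · Dosing – single-point, 3 µM nominal · Incubation – Fluo-8 loading 80 min at 37 °C plus 30 min room temperature · Repeats – singlicate, one well per test compound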
CRFBP-R2 agonist: agonists of human CRF-binding protein/CRF-R2 receptor complex | AID 588473 | HEK293 CRF-R2/CRF-BP, calcium dye fluorescence (FLIPR); percent of saturating CRF peptide response | hit rate 0.46% among 350,000 | activation, % at 13.2 µM;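 active means activation of at least 50%, plus an integration ratio under a set limit after plate pattern correction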;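 further: plate controls were neutral control wells without compound for no effect and CRF at EC100 for full effect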
M1 PAM: human CHRM1 positive allosteric modulation; P11229; activation, % at 3 µM; hit rate 0.088% among 360,000; AID 588819; CHO-K1 hM1, Fluo-8 calcium fluorescence, ACh EC20; 0% = ACh EC20, 100% = maximal ACh; in the data active means activation above about 19%, passing the limit was not always enough
M4 PAM: positive allosteric modulators of human muscarinic M4 receptor | hit rate 0.4% among 360,000 | activation, % at 3 µM | P08173 | AID 624126 | CHO-K1 hM4/Gqi5, Fluo-8 calcium fluorescence, ACh EC20; 0% = ACh EC20, 100% = maximal ACh;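 active means activation above its plate's cutoff, the mean activation of sample wells plus 3 SD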; further: some results filed as inactive read as strong as hits
CHRM4 antagonist: CHRM4 antagonism in calcium assay; P08173; CHO-hM4 cells, ACh EC80, Fluo-8 calcium fluorescence; inhibition, % at 3 µM; hit rate 0.73% among 360,000;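 active means inhibition above its plate's cutoff, the mean inhibition of sample wells plus 3 SD, cut at about 27% in these data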;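 further: 0% = acetylcholine EC80 with DMSO and 100% = DMSO without agonist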
CHRM5 antagonist: blocks acetylcholine activation of human M5 receptor | P08912 | CHO-hM5 cells, Fluo-8 calcium fluorescence, ACh EC80 | inhibition, % at 3 µM | hit rate 0.59% among 360,000;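 active means inhibition above a per-plate cutoff, the mean of that plate's test compounds plus 3 SD, cut at about 27% in these data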;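 further: 0% = acetylcholine EC80 with DMSO and 100% = DMSO without agonist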
* marks the source's active call; other numbers are inactive results; x = no result given. Random draw from the library; 2.8% or so of the library scored in one or more.

SMILES	M1 antag	CHRM4 agonist	M5 ag	CHRM5 PAM	CRFBP-R2 agonist	M1 PAM	M4 PAM	CHRM4 antagonist	CHRM5 antagonist
CC#CCOCC1CN(C)C(=O)O1 (stereo not given)	-8	1	0	-6	0.9	1	-3	-3	0
Cc1occc1C(=O)N1CCN(C(=O)C2CCCO2)CC1 (stereo not given)	-11	0	-1	-2	-0.2	8	4	-3	6
C(=N\N1CCOCC1)/c1cn(-c2ccccc2)nc1-c1ccccc1	-4	0	-3	-2	0.1	6	-2	0	5
CCOc1ccc(Nc2nc3c(c(=O)[nH]2)CCC3)cc1	-1	-2	3	4	0.9	5	13	-3	-3
COC(=O)Cn1c2ccccc2c2nc(C)sc21	-1	1	-2	3	0.1	1	-2	7	-4
CCC(C(=O)NCc1ccc(F)cc1)N(Cc1cccs1)C(=O)c1snc(C(N)=O)c1N (stereo not given)	0	15	1	-6	-0.8	-11	-12	11	10
Cc1nc2c([nH]c3ccc(Br)cc32)s1	5	1	-6	9	0.9	-1	0	2	-8
CCOC(=O)c1nc2nc(C)cc(=O)n2[nH]1	6	-1	3	-2	3.1	0	-5	12	-4
O=C(O)c1ccc(CSc2nc(-c3ccc(Cl)cc3)cc(C(F)(F)F)n2)cc1	-14	1	6	-5	0.4	10	24	1	-5
CN(c1ccccc1)S(=O)(=O)c1ccc(C(=O)Nc2ccncc2)cc1	12	11	10	-6	3.0	-2	-3	-7	7
Cc1nn2c(-c3ccc(F)cc3)ccnc2c1Br	-17	0	1	0	-2.4	12	-4	0	3
CCCCOc1ccc(NC(=O)CN2CCN(Cc3ccccc3)CC2)cc1	5	1	-1	0	0.2	-6	-5	-1	3
COCCN1C(=O)CSCC1(C)C(=O)NCc1ccccc1 (stereo not given)	x	2	2	10	x	x	7	-21	-14
CN(Cc1cn(C)nc1-c1ccccc1F)C1CCOC1 (stereo not given)	-3	0	-1	8	-1.2	6	0	-9	4
O=c1c2c3c(sc2nc2n1CCCS2)CCCC3	-14	1	-6	10	-1.9	8	11	0	-7
Nc1nonc1-n1nnc(C(=O)N/N=C\c2cccc(Cl)c2)c1CN1CCOCC1	4	1	-7	-5	-1.1	1	-4	4	18
CCOc1cc(CNCCO)cc(Br)c1OCc1ccc(Cl)cc1Cl	-9	0	0	0	0.0	7	15	2	4
COc1ccc(C(=O)NCCN2CCOCC2)c(OC)c1	-5	1	-3	10	-0.4	10	2	-11	-5
COc1ccc(NC(=O)C(=O)NCCC2CCCCN2S(=O)(=O)c2cccs2)cc1 (stereo not given)	2	2	3	-6	0.1	-1	-9	-1	4
COCc1c(C(=O)N2CCc3ccccc32)oc2ccccc12	1	0	-3	-3	-0.1	-2	-6	-6	7
Cc1ccn2cc(C(=O)Nc3ccc4c(c3)OCCO4)nc2c1	-17	1	2	0	-2.1	4	8	-9	3
O=C1CN(C(=O)COC(=O)CCS(=O)(=O)c2ccccc2)c2ccccc2N1	-3	1	1	3	0.3	4	5	-15	-3
CC1(C)CC(=O)C2=C(C1)NC(Nc1nc3ccccc3o1)=NC2c1ccccn1 (stereo not given)	-12	1	4	0	-1.2	13	10	-14	12
CCCOc1ccc(C(=O)Nc2ccc(N3CCOCC3)cc2N2CCOCC2)cc1OCC	-21	4	1	1	-1.7	10	-1	-8	-7
Cc1ccc(S(=O)(=O)N(C)C)cc1NC(=O)C1CCCC1	-6	0	-1	1	3.1	5	6	-6	-8
O=C(NCC1(N2CCCCC2)CCCCC1)C1CC(=O)N(c2ccc3c(c2)OCCO3)C1 (stereo not given)	4	0	-20	-7	0.8	-1	-10	-2	5
COc1ccccc1Oc1coc2cc(O)ccc2c1=O	-4	1	1	2	-2.5	-1	0	-3	-6
CCC(c1nnnn1CCOC)N1CCN(Cc2ccccc2OC)CC1 (stereo not given)	-10	0	-7	-1	1.0	9	10	-8	-15
CCOC(=O)c1[nH]nc2c1C(=O)N(CC)C2=O	-32	0	-2	-11	-0.7	5	17	-3	-9
N#Cc1cc2c(nc1SC1CCCCC1O)CCCC2 (stereo not given)	-10	-1	-4	-7	41	3	13	5	0

Record cards, from the list above.
Profile of CCOC(=O)c1[nH]nc2c1C(=O)N(CC)C2=O : M1 antag: -32; CHRM4 agonist: 0; M5 ag: -2; CHRM5 PAM: -11; CRFBP-R2 agonist: -0.7; M1 PAM: 5; M4 PAM: 17; CHRM4 antagonist: -3; CHRM5 antagonist: -9
Profile of CCC(c1nnnn1CCOC)N1CCN(Cc2ccccc2OC)CC1 (stereo not given) : M1 antag: -10; CHRM4 agonist: 0; M5 ag: -7; CHRM5 PAM: -1; CRFBP-R2 agonist: 1.0; M1 PAM: 9; M4 PAM: 10; CHRM4 antagonist: -8; CHRM5 antagonist: -15
Profile of O=C(NCC1(N2CCCCC2)CCCCC1)C1CC(=O)N(c2ccc3c(c2)OCCO3)C1 (stereo not given) : M1 antag: 4; CHRM4 agonist: 0; M5 ag: -20; CHRM5 PAM: -7; CRFBP-R2 agonist: 0.8; M1 PAM: -1; M4 PAM: -10; CHRM4 antagonist: -2; CHRM5 antagonist: 5

A second format for 2 compounds above.
COC(=O)Cn1c2ccccc2c2nc(C)sc21
  M1 antag: -1	CHRM4 agonist: 1	M5 ag: -2	CHRM5 PAM: 3	CRFBP-R2 agonist: 0.1	M1 PAM: 1	M4 PAM: -2	CHRM4 antagonist: 7	CHRM5 antagonist: -4
CCOc1cc(CNCCO)cc(Br)c1OCc1ccc(Cl)cc1Cl
  M1 antag: -9	CHRM4 agonist: 0	M5 ag: 0	CHRM5 PAM: 0	CRFBP-R2 agonist: 0.0	M1 PAM: 7	M4 PAM: 15	CHRM4 antagonist: 2	CHRM5 antagonist: 4

(listing goes on)
SMILES	M1 antag	CHRM4 agonist	M5 ag	CHRM5 PAM	CRFBP-R2 agonist	M1 PAM	M4 PAM	CHRM4 antagonist	CHRM5 antagonist
Cc1cccc(CCN2C(N(C)C)=NC[C@@H]2C)c1	-3	1	-6	-1	-0.2	5	4	-9	8
CC(C)(C)c1ccc(C(=O)NC(=S)NNC(=O)c2cccs2)cc1	27*	109*	46*	-22	290*	-28	-19	14	21
Cc1ccc(C(=O)Nc2cccc(C(F)(F)F)c2)cc1Nc1ncnc2nc[nH]c12	8	10	2	-12	-1.0	-6	-1	-23	2
CCOc1ccc(Oc2ccccc2NC(=O)CSCC(=O)Nc2cc(C)on2)cc1	20	9	1	-15	-2.9	-9	-9	0	1
COc1cccc(CNC(=O)c2cccc(NC(=O)CC3SC(N4CCCCC4)=NC3=O)c2)c1 (stereo not given)	6	-1	0	-5	-0.2	9	6	-14	6
Cc1nc2nc(Cc3ccccc3)[nH]n2c(=O)c1Cl	-11	0	-1	-2	-1.0	-2	8	-1	0
CN1CCN(S(=O)(=O)c2ccc(NC(=S)NC(=O)C(C)(C)C)cc2)CC1	-9	0	-1	-1	2.8	11	-4	1	6
O=C(CCNC(=O)c1ccccc1Cl)Nc1cc(S(=O)(=O)N2CCOCC2)ccc1N1CCOCC1	-27	1	4	15	1.7	18	12	0	-7
CCC(CO)NS(=O)(=O)c1cc(-c2nn(C)c(=O)c3ccccc23)ccc1C (stereo not given)	-1	0	1	-2	3.8	8	-5	10	-2
COC(=O)c1nn(-c2cccc(C(F)(F)F)c2)c(=O)cc1Sc1ccccn1	-5	4	-1	-6	-1.1	8	4	-2	9
CN(C)C(=O)C1C2NC(=S)N(c3ccccc3)C1(C)Oc1ccccc12 (stereo not given)	-10	1	-4	5	0.8	11	1	-16	-1
COc1cc(NCCCn2cnc3c(OC)ncnc32)cc(OC)c1OC	-8	1	0	3	0.6	7	2	-5	8
COc1cccc(C(=O)OCC(=O)NCCCc2ccccc2)c1	-9	1	-3	8	-3.3	1	7	0	4
Cc1cccc(OCCn2c(=O)oc3ccc(C)cc32)c1	-14	-3	-11	5	3.1	6	-1	-3	2
Nc1nonc1-n1nnc(C(=O)N/N=C/c2ccccc2F)c1-c1cccs1	-8	6	4	0	1.6	4	-1	-3	8
COc1cccc(C=NN2CCCCCC2)c1OC	-10	2	-1	3	1.2	3	5	-6	11
CC(=O)Nc1ccc(NS(=O)(=O)c2ccc3c(c2)NC(=O)CC(=O)N3)cc1	-17	1	-1	7	0.0	18	6	-5	5
COc1cccc(N=C2C(=O)N3CCCc4cccc2c43)c1	7	1	0	1	-0.7	-1	4	-2	-5
C#Cc1ccc([C@H]2C=C(C(=O)N3CCN(Cc4ccccc4)CC3)O[C@@H](OCC)[C@@H]2CCCO)cc1	-4	14	-2	-6	-0.8	-2	-4	8	7
CC(=O)N1CCc2cc(S(=O)(=O)NC(C)c3ccccc3)ccc21 (stereo not given)	8	7	3	-3	1.2	-3	-3	-8	4
CCc1nc2c(OCC3COc4ccccc4O3)cccn2c1N(C)C(=O)c1ccccc1F (stereo not given)	6	9	0	-4	x	-3	-3	-14	4
Cc1ccc(-n2nc(CN3CCOCC3)c(-c3ccccc3)c2N)c(C)c1	-11	0	0	5	0.5	6	11	3	-8
CC1(C(=O)NS(=O)(=O)c2ccccc2OC(F)(F)F)CCN1C(=O)c1ccco1 (stereo not given)	-7	0	1	0	x	1	0	0	4
COc1ccnc(N2CCN(c3ccc(Cl)cc3)CC2)c1C#N	-24	2	3	-1	1.2	3	0	-7	1
CCCCOC(=O)c1cccnc1	-9	1	0	1	-2.4	3	5	-20	0
Cc1ccc(-c2nsc(SCC(=O)NCC3CCCO3)n2)cc1 (stereo not given)	-8	4	-3	-1	0.5	7	3	-10	7
CSc1ncnc2c1ncn2CCCN(C)CCc1ccccn1	-32	0	-2	-1	-0.4	19	11	-29	-2
CN(C(=O)CSc1ncnc2scc(-c3ccccc3)c12)C1CCS(=O)(=O)C1 (stereo not given)	-2	2	-5	-2	1.5	0	-7	-4	1
CN(C)CCCNC(=O)CC1C[C@H](C(=O)N2CCOCC2)[C@@]2(CCC3CCCC3)c3[nH]c4ccccc4c3CCN2C1=O (stereo not given in full)	-13	0	0	-2	4.5	-2	-2	3	8
COc1ccc(C(C#N)N2CCCCCC2)cc1OC (stereo not given)	-3	1	-1	-8	3.1	8	5	5	3
COC(=O)c1c(C)oc(C)c1S(=O)(=O)NC(C)(C)C	-13	0	-4	8	-4.3	9	-6	9	4
Cc1cccc(NC(=O)c2ccccc2NC(=O)Cc2ccccc2)c1C	4	2	0	-7	-1.1	2	1	-5	9
Cc1cnc(CN(C)C(=O)c2ccc3oc(Cc4ccccc4)nc3c2)[nH]1	21	1	-7	-9	-0.7	-10	-12	13	6
CCN(CC)CCn1c(NCc2cccc(OC)c2)nc2ccccc21	2	1	-8	1	-1.4	2	-3	-1	-6
Cc1ccc2c([N+](=O)[O-])c(C)ccc2n1	-6	0	-1	-1	3.5	9	12	-8	-4
CCc1nn2c(=O)cc(CSCC(=O)Nc3ccccc3F)nc2s1	-11	1	-2	-5	4.3	12	-6	-10	16
O=C(COc1ccc(Cl)cc1)NCc1nnc(SCC(=O)NC2CCCCC2)o1	-19	1	2	8	-0.8	4	9	-10	-3
O=C(NCC(c1ccco1)N1CCN(c2ccccc2)CC1)OCc1ccccc1 (stereo not given)	-9	0	0	3	0.3	9	-4	0	-4
Cc1cnn(-c2cc(N/N=C/c3ccccc3F)ncn2)c1	-11	1	1	-2	2.5	8	5	4	3
COc1ccc(N(C(=O)c2cnccn2)C(C(=O)NC2CCCCC2)c2ccccc2)cc1 (stereo not given)	-2	1	0	10	-1.4	7	4	-18	2
CCc1ccc(C(=O)C[n+]2cccc3cc(OC)ccc32)cc1	59*	0	-22	-5	2.6	-29	-12	25	9
